GRIN3A LBD mod: NR3A (human) ligand-binding domain modulation. NR3A LBD differential scanning fluorimetry, Tm shift; 0% = protein alone, 100% = glycine-bound protein. Tm shift relative to glycine control, % at 25 µM. actives 2.5% (n = 340,000). AID 1259313;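 active = melting temperature shift of at least 10% of the positive control shift, at one fixed dose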
MPTP block: blocks calcium-induced mitochondrial swelling; inhibition, % at 10 µM; isolated mouse mitochondria, Ca2+ swelling absorbance, 30 min; actives 1.4% (n = 360,000);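 active = inhibition of 50% or more, scaled per plate between neutral and stimulator controls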;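 also: 0% = DMSO wells given calcium and 100% = 1 mM EGTA wells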
A3G deaminase: APOBEC3G (human) deaminase inhibition. inhibition, % at 20 µM. Q9HC16. AID 493012. recombinant A3G, ssDNA deamination FAM/TAMRA fluorescence. actives 0.28% (n = 330,000);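 active = inhibition of at least 40% at 20 µM, with no more than 30% in the related APOBEC3A deaminase screen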;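 also: plate controls were DMSO wells with A3G for no effect and wells lacking A3G enzyme for full effect; some compounds called inactive have numbers as strong as hits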
Target sequence (Q9HC16 whole entry, looked up): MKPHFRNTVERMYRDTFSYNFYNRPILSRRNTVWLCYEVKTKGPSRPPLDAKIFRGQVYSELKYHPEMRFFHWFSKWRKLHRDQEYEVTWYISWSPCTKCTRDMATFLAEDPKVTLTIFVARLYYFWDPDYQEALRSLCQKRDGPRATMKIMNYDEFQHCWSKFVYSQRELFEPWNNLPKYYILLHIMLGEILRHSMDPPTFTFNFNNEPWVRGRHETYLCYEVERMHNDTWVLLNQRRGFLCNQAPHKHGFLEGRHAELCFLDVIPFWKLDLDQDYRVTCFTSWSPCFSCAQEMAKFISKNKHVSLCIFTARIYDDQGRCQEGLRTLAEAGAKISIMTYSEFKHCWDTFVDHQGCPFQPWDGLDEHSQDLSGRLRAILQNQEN
Gli-Sufu block: Gli-Sufu pathway antagonism. actives 0.74% (n = 340,000). Sufu-KO-LIGHT fibroblasts, Gli luciferase reporter luminescence. inhibition, % at 5 µM. AID 588413;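 active = inhibition above about 55%, limit read from the data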;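 also: 0% = DMSO-treated cells and 100% = wells with medium but no cells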
A3A deaminase: inhibitors of human APOBEC3A DNA deaminase. actives 0.41% (n = 330,000). AID 493011. inhibition, % at 20 µM. P31941. recombinant A3A, FAM/TAMRA ssDNA deamination fluorescence;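 active = at least 40% inhibition at 20 µM here, with at most 30% in a related deaminase screen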;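 also: plate controls were A3A with DMSO for no effect and wells lacking A3A enzyme for full effect; some results filed as inactive read as strong as hits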
Target sequence (P31941 whole entry, looked up): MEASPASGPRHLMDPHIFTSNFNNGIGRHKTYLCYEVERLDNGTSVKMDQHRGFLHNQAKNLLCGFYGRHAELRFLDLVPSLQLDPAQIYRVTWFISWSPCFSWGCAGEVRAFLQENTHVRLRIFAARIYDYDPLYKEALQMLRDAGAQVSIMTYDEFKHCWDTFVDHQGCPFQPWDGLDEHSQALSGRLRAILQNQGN
CXCR6 inh: inhibitors of human CXCR6 receptor; AID 602244; inhibition, % at 20 µM; O00574; CHO-K1 PathHunter CXCR6 beta-arrestin, luminescence; actives 0.36% (n = 360,000); in the data active = inhibition above about 34%, passing the limit was not always enough;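 also: antagonist mode with CXCL16 agonist at 10 nM final; 0% = 10 nM CXCL16 with DMSO and 100% = unstimulated wells without agonist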
Target sequence (O00574 whole entry, looked up): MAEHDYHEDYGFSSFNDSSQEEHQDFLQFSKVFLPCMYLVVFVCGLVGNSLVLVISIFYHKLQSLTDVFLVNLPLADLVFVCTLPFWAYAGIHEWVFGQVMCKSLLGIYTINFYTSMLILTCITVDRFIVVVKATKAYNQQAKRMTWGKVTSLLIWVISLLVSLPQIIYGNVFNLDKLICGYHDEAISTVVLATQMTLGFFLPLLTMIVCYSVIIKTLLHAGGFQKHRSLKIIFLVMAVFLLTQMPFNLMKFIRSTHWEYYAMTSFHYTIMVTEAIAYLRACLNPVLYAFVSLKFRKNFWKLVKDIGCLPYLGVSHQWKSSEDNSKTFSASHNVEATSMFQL
CCR6 antagonist: blocks CCL20-driven beta-arrestin recruitment at human CCR6; inhibition, % at 20 µM; actives 0.49% (n = 340,000); CHO-K1 CCR6 PathHunter beta-arrestin, luminescence, CCL20-stimulated; P51684;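 active = compounds whose inhibition of the agonist-driven luminescence signal at 20 µM reaches about 50%, limit read from the data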;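 also: cells stimulated with CCL20 at 14 nM final; plate controls were DMSO with CCL20 for no effect and DMSO without agonist for full effect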
EBI2 block: antagonists of human EBI2 receptor; EBI2 beta-arrestin recruitment, luminescence, 7a,25-OHC stimulated; inhibition, % at 5 µM; actives 0.81% (n = 360,000); AID 651636; in the data active = inhibition above about 38%;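 also: enzyme fragment complementation signal reports receptor beta-arrestin coupling in cells; 0% = agonist plus DMSO wells and 100% = wells without agonist; some results beyond the cut were filed as inactive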
Active calls of the source: *; . = not tested or not shown.

SMILES	GRIN3A LBD mod	MPTP block	A3G deaminase	Gli-Sufu block	A3A deaminase	CXCR6 inh	CCR6 antagonist	EBI2 block
NNC(=O)CN1C(c2ccc(Cl)cc2)=Nc2ccc(Br)cc2C1c1ccccc1 (centres undefined)	-3	0.8	-2	13	0	6	-30	0
COC(=O)c1ccc(=O)n(Cc2ccco2)c1	-2	-3.5	-4	-20	-3	1	5	-3
COc1ccc(OC)c(S(=O)(=O)Nc2cccc3c(O)cccc23)c1	-3	4.8	-2	5	-2	-14	-5	-16
Cc1cc(SCC(=O)OCC(=O)N2CCCC2=O)c(C)cc1Br	3	1.9	-4	1	-1	5	8	-4
CC(=O)c1ccc(OCC(=O)N(CCC2=CCCCC2)c2c(N)n(Cc3ccccc3)c(=O)[nH]c2=O)cc1	-2	-0.9	-4	7	0	4	11	7
COc1ccccc1C/C(N)=N/OC(=O)COc1ccc(C)cc1	1	1.9	-4	5	0	-1	-4	-4
COc1ccc(C(C)=O)c(OC(=O)c2ccco2)c1	0	0.8	0	5	4	1	8	-10
CC(=O)COc1ccc2c(C)c(C)c(=O)oc2c1	-5	1.3	-7	-23	-1	7	-3	6
O=C(OCC(=O)c1cccs1)C1=COCCO1	-1	-6.5	-4	26	-15	-2	8	3
O=C(CSc1nncs1)Nc1cc(-c2ccccc2)nn1-c1ccccc1	-1	0.6	-5	-19	-4	0	-21	1
O=C(Oc1ccc2ccc(=O)oc2c1)N1CCOCC1	-1	0.3	1	-14	5	1	2	1
O=C(c1ccc2nc[nH]c2c1)N1CCc2ccccc2C1	0	-0.8	-5	-10	6	3	-8	-5
O=C(NCCCn1ccnc1)/C(=C\c1ccccc1F)NC(=O)c1ccccc1	0	-0.4	-10	12	-1	18	8	-7
COc1ccc(-n2c(CN3CCN(c4ccc(F)cc4)CC3)nc3ccc([N+](=O)[O-])cc3c2=O)c(OC)c1	0	0.3	-2	-22	-4	-2	13	8
Cc1ccccc1C=Nc1ccccc1C(N)=O	-3	-0.7	1	-3	-1	0	-25	-7
NNC(=O)CSCc1nc(-c2ccccc2)cs1	4	2.2	-8	-7	-2	-8	4	-11
CSc1ncccc1C(=O)N1CCN(C(=O)c2ccccc2)CC1	-2	2.5	13	3	-3	0	1	-8
CC[C@@]12C(=O)N(c3ccccc3)C(=O)N1[C@H](c1ccc(OC)cc1)[C@@H]1C(=O)N(C(C)(C)C)C(=O)[C@@H]12	0	-1.0	-8	-3	-2	-1	1	1
CSc1ccc(CNCCN2CCOCC2)cc1	0	-1.5	-5	11	-1	1	1	-9
CCn1cc(CN2CCN(C)C(CCO)C2)c2ccccc21 (centres undefined)	0	-0.6	-5	8	-5	2	-12	-8
S=C(NCCc1ccccn1)NC1CCCCC1	-2	2.2	-4	-16	5	1	8	-3
Cc1ccccc1NC(=O)C1CCN(c2cnccn2)CC1	-3	2.0	-3	2	1	1	-7	-16
Cc1ccc(NC(=O)CSCC(=O)NCc2cccc(C(F)(F)F)c2)cc1	-1	-0.1	-3	4	7	4	9	-5
COc1ccc(S(=O)(=O)n2[nH]c(=O)c(CCO)c2C)cc1	-1	-0.1	-5	6	-4	3	-1	-7
COc1ccc(NCc2ccc(OC)c(Cn3ccnc3)c2)c(OC)c1	-2	0.3	-8	2	-3	-1	12	0

Reprinted at random: 4 compounds from above, in no set order.
SMILES	GRIN3A LBD mod	MPTP block	A3G deaminase	Gli-Sufu block	A3A deaminase	CXCR6 inh	CCR6 antagonist	EBI2 block
COc1ccc(OC)c(S(=O)(=O)Nc2cccc3c(O)cccc23)c1	-3	4.8	-2	5	-2	-14	-5	-16
Cc1ccccc1NC(=O)C1CCN(c2cnccn2)CC1	-3	2.0	-3	2	1	1	-7	-16
NNC(=O)CSCc1nc(-c2ccccc2)cs1	4	2.2	-8	-7	-2	-8	4	-11
CC(=O)COc1ccc2c(C)c(C)c(=O)oc2c1	-5	1.3	-7	-23	-1	7	-3	6

Going on with the list:
SMILES	GRIN3A LBD mod	MPTP block	A3G deaminase	Gli-Sufu block	A3A deaminase	CXCR6 inh	CCR6 antagonist	EBI2 block
CCOc1ccc(NC(=S)Nc2cc(C)[nH]n2)cc1	-11	-2.0	37	-15	1	-7	5	-3
CC(C)C(=O)Nc1ccc(NC(=O)c2cc3ccccc3o2)cc1	3	-1.5	-4	-49	-2	5	6	6
Cc1cc(Nc2c(C)cccc2C)n2nc(C)nc2n1	-1	-0.8	-1	-13	-2	-1	4	-4
NS(=O)(=O)c1cccc(Nc2nc3ccccc3nc2NS(=O)(=O)c2ccc(Cl)cc2)c1	28*	7.3	-3	-3	-2	2	-4	63*
Cn1ccnc1SCC(=O)NC1(C#N)CCCCC1	.	-2.7	-12	9	-1	-3	-2	-6
O=C(c1cc(Cl)cc(Cl)c1)N1CCC2CC1c1cc(-c3ccc4c(c3)OCO4)ccc12 (centres undefined)	2	-0.2	.	6	.	-1	8	17
COc1ccc(C(=O)Nc2ccc3cn[nH]c3c2)c(OC)c1	1	1.1	0	2	-3	6	10	-1
CCCc1cc(=O)[nH]c(SCC(=O)c2c(N)n(C)c(=O)n(C)c2=O)n1	0	-0.3	-5	2	-2	9	-12	-5
CC(C)(C)SCCNC(=O)CN1C(=O)c2ccccc2S1(=O)=O	1	0.1	-6	9	-4	-1	5	-1
CCCOCc1ccc(O)c2ncccc12	-1	0.3	-3	1	0	13	7	46*
Cc1nc2ccc(NC(=O)c3ccc([N+](=O)[O-])cc3)cc2s1	-1	2.2	-9	-7	0	-12	-3	-3
O=[N+]([O-])c1ccc(Oc2ccc(/C=N/O)cc2)nc1	1	-0.8	-4	-10	2	6	15	-9
Nc1nnc(CC(=O)N/N=C/c2ccc(-c3ccc(F)cc3)o2)s1	-2	3.1	2	-5	3	-2	4	7
COCCn1c(SCC(=O)NC2CCCC2)nc2cccnc21	-1	-1.8	-7	-5	-6	8	8	-4
Cc1cccc(C(=O)NCC(=O)OCCOc2ccccc2Cl)c1	0	-0.9	-4	-5	0	1	4	1
Cc1cccc2cc(/C=N/NC(=O)CN3CCOCC3)c(Cl)nc12	1	-0.4	-5	2	2	-4	0	-10
Nc1cc(S(=O)(=O)N2CCCCC2)ccc1N1CCOCC1	-1	-2.5	-7	-2	1	1	2	-4
Cc1ccc(Nc2nnc(SCC(=O)NCC3CCCO3)s2)cc1 (centres undefined)	0	-1.3	-7	-1	-2	8	1	6
O=C(Nc1cccc2ccccc12)OCc1cncs1	-1	-2.3	-7	-4	-2	-14	-8	2
CN(C)S(=O)(=O)CC12CCC(CC1=O)C2(C)C (centres undefined)	0	-5.0	-4	5	-1	2	-8	4
CCOC(=O)Oc1ccc2c(=O)c(Oc3cccc(C)c3)coc2c1	0	0.7	0	-24	0	-4	1	6
COc1cc(C)ccc1OCCOc1cc(C)ccc1Cl	5	-2.9	6	-8	-1	7	23	16
COc1ccc(/C=N/NC(=O)c2sc3nc(C)cc(C)c3c2N)cc1	1	1.3	-7	-18	-3	-5	-20	15
COc1cc(C(=O)NCCC(=O)NC2CCC(C)CC2)cc(OC)c1OC (centres undefined)	3	1.7	0	.	2	4	11	-3
Cc1ccc(S(=O)(=O)N2CCCCC2)cc1NC(=O)c1cnccn1	-1	-0.4	-10	1	-2	-12	9	-10
The list goes on.
SMILES	GRIN3A LBD mod	MPTP block	A3G deaminase	Gli-Sufu block	A3A deaminase	CXCR6 inh	CCR6 antagonist	EBI2 block
Cc1c(N)cc(N)cc1C(=O)O	0	0.5	-7	-1	-2	-2	2	-20
O=C(NCc1ccncc1)c1cccc(S(=O)(=O)Nc2ccc(SC(F)F)cc2)c1	-5	0.4	-2	9	0	7	6	-3
CN(CC(=O)Nc1ccccc1Cl)C(=O)c1cccc(-n2cccc2)c1	1	0.0	-2	-4	2	7	12	-1
OC(COc1c(Cl)cc(Cl)cc1Cl)CN1CCCCC1 (centres undefined)	3	1.2	-10	8	-6	0	69*	-4
Cn1c(=O)c(=O)n(C)c2cc(S(=O)(=O)N3CCN(c4ccccc4F)CC3)ccc21	-3	0.0	-2	2	-1	-2	0	-11
O=C(c1ccccc1F)N(NC(=O)C(O)(c1ccccc1)c1ccccc1)c1ccccc1	-1	-1.8	-6	-4	-5	-2	17	8
Cc1ccc(S(=O)(=O)Cc2ccc(C(=O)N3CCN(c4ccc(F)cc4)CC3)o2)cc1	0	0.0	-3	2	-1	1	15	-9
O=C(COC(=O)COc1cccc(C(F)(F)F)c1)NC1CCCC1	5	-0.2	-6	-4	-2	-23	-4	-3
O=C(CSc1nnc(-c2ccncc2)n1Cc1ccccc1)Nc1nccs1	-1	-0.7	-3	1	-3	8	16	-1
COc1ccc(CNC(=O)CCC(=O)Nc2ccc(Cl)cc2)cc1	-1	-0.6	0	2	-4	-20	-1	-4
Cc1cc(=O)oc2cc(OCc3ccc(C(=O)OCC(=O)NC4CCS(=O)(=O)C4)cc3)ccc12 (centres undefined)	-3	1.7	-2	7	33	2	14	9
O=C(O)c1cn(-c2ccccc2)c(=O)c2ccccc12	-1	1.2	-4	6	-3	-7	0	-14
Cc1cc(C(=O)N(Cc2nnc(-c3ccc(Cl)cc3)o2)C(C)C)c2ccccc2n1	-4	-0.3	-7	3	0	4	4	3
COc1cc(C2C(C(C)=O)=C(O)C(=O)N2Cc2ccccc2)ccc1O (centres undefined)	0	-0.3	-4	-5	-1	6	1	-8
CCC1C(=O)N=C(SCC(=O)Nc2ccc(C(=O)OC)cc2)NC1=O (centres undefined)	0	-3.7	-10	9	0	8	10	-2
O=C(CNc1cccc(S(=O)(=O)N2CCCC2)c1)Nc1cccc(C(F)(F)F)c1	-3	13	-8	4	1	-1	16	4
COc1nc(OC)nc(N2CCC(C(=O)NCc3cccs3)CC2)n1	0	0.0	-1	-2	3	-5	3	7
COc1cccc(CN2CCC(Oc3ccc(C(=O)NCc4ccccn4)cc3)CC2)c1	0	-0.5	-1	16	1	-8	7	-1
COc1ccc(OC)c(-c2c[n+](=O)c3c(n2[O-])CCCC3)c1	1	-0.4	3	10	3	-5	-7	-2

Just EBI2 block (7 entries from above):
compound,EBI2 block
COc1ccc(OC)c(-c2c[n+](=O)c3c(n2[O-])CCCC3)c1,-2
CN(CC(=O)Nc1ccccc1Cl)C(=O)c1cccc(-n2cccc2)c1,-1
Cc1ccc(S(=O)(=O)Cc2ccc(C(=O)N3CCN(c4ccc(F)cc4)CC3)o2)cc1,-9
O=C(NCc1ccncc1)c1cccc(S(=O)(=O)Nc2ccc(SC(F)F)cc2)c1,-3
COc1nc(OC)nc(N2CCC(C(=O)NCc3cccs3)CC2)n1,7
O=C(CSc1nnc(-c2ccncc2)n1Cc1ccccc1)Nc1nccs1,-1
O=C(c1ccccc1F)N(NC(=O)C(O)(c1ccccc1)c1ccccc1)c1ccccc1,8

Ordered by the number under EBI2 block (high to low): 3 of the compounds above
SMILES,GRIN3A LBD mod,MPTP block,A3G deaminase,A3A deaminase,CXCR6 inh,CCR6 antagonist,EBI2 block
Cc1cc(=O)oc2cc(OCc3ccc(C(=O)OCC(=O)NC4CCS(=O)(=O)C4)cc3)ccc12 (centres undefined),-3,1.7,-2,33,2,14,9
O=C(CNc1cccc(S(=O)(=O)N2CCCC2)c1)Nc1cccc(C(F)(F)F)c1,-3,13,-8,1,-1,16,4
Cc1ccc(S(=O)(=O)Cc2ccc(C(=O)N3CCN(c4ccc(F)cc4)CC3)o2)cc1,0,0.0,-3,-1,1,15,-9
